Compound activity deposited in PubChem BioAssay by The Scripps Research Institute Molecular Screening Center.
CHO-K1 Ca ag: nonselective activator or artifact in parental CHO-K1 cells; Fluo-8 calcium fluorescence; scaled to maximal ATP response, vehicle zero; activation, % at 3 µM; 360,000 compounds, 0.48% hits; AID 602248; in the data active means activation above about 15%;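 further: untransfected CHO-K1 host cells lacking M1 receptor as counterscreen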
TAAR1 ag: agonists of human TAAR1. Q96RJ0. activation, % at 3 µM. 360,000 compounds, 0.99% hits. CHO RD-HGA16 TAAR1, Fluo-8 calcium fluorescence; vehicle wells 0%, saturating PEA agonist 100%. AID 624467;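 active means activation above the mean activation of all test compounds in the run plus 3 SD, cut at about 38% in these data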
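Assay system: CHO-derived RD-HGA16 cells with stable Gα16 and human TAAR1; timing: 17-24 h seeding, 75 min 37 °C dye, 30 min RT; read-out: % activation from peak over basal fluorescence ratio, DMSO-to-PEA scaled; measured by: kinetic Fluo-8 calcium fluorescence; benchmarks: low control DMSO, high control PEA (EC100); doses: 3 µM single concentration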
CHO parental Ca: counter-screen for OX1R antagonists: effect in parental CHO cells; 330,000 compounds, 0.63% hits; inhibition, % at 5.6 µM; parental CHO-K1, ATP-induced calcium, Fluo-8 fluorescence;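 active means inhibition above that plate's mean sample inhibition plus 3 SD, cut at about 26% in these data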;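 further: 0% = ATP-challenged DMSO wells and 100% = DMSO wells without ATP; some compounds past the cut are filed as inactive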
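Assay system: untransfected parental CHO cell line. Also added: ATP agonist challenge. Dosing: one dose, 5.6 µM nominal. Measured by: Fluo-8 fluorescence. Read-out: % inhibition. Benchmarks: ATP wells versus no-ATP DMSO wells. Repeats: no replicates.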
CHO-K1 Ca antag: nonselective inhibitor or artifact in parental CHO-K1 cells; ATP-induced calcium, Fluo-8 fluorescence; inhibition, % at 3 µM; 360,000 compounds, 0.6% hits; AID 602250;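 active means inhibition above a per-plate cutoff, the plate's mean sample inhibition plus 3 SD, cut at about 24% in these data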;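 further: 0% = DMSO plus EC80 ATP and 100% = DMSO alone without ATP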
OXTR potentiator: potentiates the human oxytocin receptor response; P30559; 320,000 compounds, 0.061% hits; AID 2445; activation, % at 3 µM; CHO-OTR cells, Fluo-8 calcium fluorescence, potentiator mode; 0% = oxytocin EC15, 100% = EC100;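 active means activation above that plate's cutoff, the mean activation of tested compounds plus 3 SD, cut at about 6.6% in these data, passing the limit was not always enough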;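 further: 100% uses oxytocin at 75 nM as the full agonist control; some results filed as inactive read as strong as hits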
Target sequence (P30559 whole entry, looked up): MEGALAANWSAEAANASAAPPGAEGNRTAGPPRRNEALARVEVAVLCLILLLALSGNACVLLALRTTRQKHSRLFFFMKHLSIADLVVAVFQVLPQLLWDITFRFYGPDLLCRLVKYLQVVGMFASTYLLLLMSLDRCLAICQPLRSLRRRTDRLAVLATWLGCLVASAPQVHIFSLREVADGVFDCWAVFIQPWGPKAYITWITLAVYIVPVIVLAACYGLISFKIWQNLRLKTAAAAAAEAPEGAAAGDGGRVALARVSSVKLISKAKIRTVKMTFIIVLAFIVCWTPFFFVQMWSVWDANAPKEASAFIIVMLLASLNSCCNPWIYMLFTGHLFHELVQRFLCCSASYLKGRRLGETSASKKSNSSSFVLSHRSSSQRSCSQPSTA
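test system = CHO-OTR cells, human receptor | compound = single-point 3.0 µM | schedule = 6 min compound pre-incubation at room temperature, 100 s kinetic read | signal = Fluo-8 no-wash calcium dye fluorescence, excitation 470-495 nm, emission 515-575 nm | repeats = single well per compound, singlicate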
CHO-K1 Ca PAM: nonselective activator or artifact in parental CHO-K1 calcium assay. activation, % at 3 µM. 360,000 compounds, 0.02% hits. ATP EC20, Fluo-8 calcium fluorescence; 0% at ATP EC20, 100% at ATP max. AID 602247;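 active means activation above the run cutoff, the mean activation of all test compounds plus 3 SD, cut at about 40% in these data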;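 further: peak over basal fluorescence ratio in a 140 s read after ATP addition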
M1 antag: human CHRM1 antagonism; inhibition, % at 3 µM; 360,000 compounds, 1.3% hits; CHO-K1 hM1, Fluo-8 calcium fluorescence, ACh EC80 antagonist; P11229;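 active means percent inhibition above its own plate's cutoff, namely the mean of that plate's compound wells plus 3 SD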;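 further: peak over basal fluorescence ratio during 140 s after agonist addition; 0% = ACh EC80 plus DMSO and 100% = DMSO alone without agonist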
Target sequence (P11229 whole entry, looked up): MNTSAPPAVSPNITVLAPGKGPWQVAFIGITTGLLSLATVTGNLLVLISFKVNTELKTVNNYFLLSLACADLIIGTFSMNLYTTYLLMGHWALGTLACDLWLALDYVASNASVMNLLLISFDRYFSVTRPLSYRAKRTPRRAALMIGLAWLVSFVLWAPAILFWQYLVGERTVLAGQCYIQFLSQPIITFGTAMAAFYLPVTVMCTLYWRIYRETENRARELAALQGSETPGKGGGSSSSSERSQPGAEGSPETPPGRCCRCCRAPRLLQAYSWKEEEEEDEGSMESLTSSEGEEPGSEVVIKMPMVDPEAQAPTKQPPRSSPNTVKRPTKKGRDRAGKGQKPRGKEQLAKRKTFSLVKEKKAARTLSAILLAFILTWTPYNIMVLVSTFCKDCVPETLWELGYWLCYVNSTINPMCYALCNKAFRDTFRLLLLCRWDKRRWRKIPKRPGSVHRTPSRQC
CHRM1 agonist: agonists of human M1 muscarinic receptor. P11229. CHO-K1 hM1, Fluo-8 calcium fluorescence, agonist mode; 0% DMSO, 100% acetylcholine EC100. activation, % at 3 µM. 360,000 compounds, 0.33% hits. AID 588814;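 active means activation above the run's mean compound activation plus 3 SD, cut at about 16% in these data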;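 further: peak over basal fluorescence ratio within a 140 s kinetic read after compound addition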
TAAR1 antag: antagonists of human TAAR1. Q96RJ0. CHO RD-HGA16 TAAR1, Fluo-8 calcium fluorescence, antagonist. inhibition, % at 3 µM. 360,000 compounds, 1.5% hits. AID 624466;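 active means inhibition above a per-plate cutoff, the mean inhibition of test compounds on that plate plus 3 SD, cut at about 49% in these data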;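 further: 0% = DMSO plus EC80 beta-PEA response and 100% = DMSO alone without agonist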
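Test system – hTAAR1-expressing CHO RD-HGA16 cells, Gα16-coupled · Reagent – β-PEA at EC80 concentration, post-compound challenge · Compound dosing – 3 µM, single point · Timing – 140 s kinetic read after compound, 140 s after agonist · Detection – Fluo-8 intracellular calcium dye fluorescence, real-time kinetic reads · Control set – DMSO and EC80 PEA controls · Repeats – n of 1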
* hit, by the source's call; · = no result given.

Each structure is followed by: CHO-K1 Ca ag	TAAR1 ag	CHO parental Ca	CHO-K1 Ca antag	OXTR potentiator	CHO-K1 Ca PAM	M1 antag	CHRM1 agonist	TAAR1 antag
COc1ccc(Nc2oc(COc3ccccc3OC)nc2C#N)cc1
    5.2	-1	-10	1	-5	22	10	-6	7
COc1cc([N+](=O)[O-])ccc1N/C=C/C(=O)c1cccs1
    0.7	12	4	-16	-5	-11	5	-4	3
O=[N+]([O-])/C=C1\CCCCCN1
    2.7	0	-11	-2	-3	5	10	-2	8
O=C(NCCCNC1CCCCC1)c1ccc(/C=N/O)nc1
    -0.3	4	8	-11	-3	-2	-5	-5	4
CS(=O)(=O)c1ccccc1COC(=O)Nc1ccc(Cl)cc1
    5.7	16	-5	-16	-11	11	2	-4	2
CCCCc1nnc(SCc2ccc(OCC)cc2)n1N
    0.1	-1	-8	-14	-8	14	14	-1	12
CCN1C(=O)C(CC(=O)NCc2ccc(Cl)cc2)N(CC)C1=O (stereo not drawn)
    0.4	·	-7	-5	-4	17	-13	-4	·
O=C1OCc2cccc3cccc1c23
    0.5	4	-10	-10	4	21	-6	-4	3
O=C(CNC(=O)c1n[nH]c2ccccc12)Nc1cc(Cl)ccc1Cl
    0.7	16	-13	-10	1	9	-6	3	-9
COc1ccc(NC(=O)NCc2cccn2C)c(OC)c1
    0.3	-4	-5	3	-6	-3	-10	-4	8
COc1cccc(Nc2nc(C(C)N)cs2)n1 (stereo not drawn)
    0.5	85*	·	-7	·	-4	0	-4	77*
O=C(N/N=C/c1ccc2c(c1)OCO2)c1ccc2c(c1)OCO2
    0.1	2	-5	3	-2	-7	18	-1	-24
CCCOc1ccc(F)cc1-c1cc(C(=O)Nc2cc(OC)c(OC)c(OC)c2)[nH]n1
    3.9	5	·	-8	·	-6	12	-2	39
CN(C(=O)COC(=O)c1cc(S(=O)(=O)N2CCCCC2)ccc1Cl)c1ccccc1
    3.6	-3	-23	-20	1	10	-9	-4	-1
CCCn1c(N)c(N(CCOC)C(=O)CSCC(=O)Nc2cccc(C)c2)c(=O)[nH]c1=O
    1.1	0	-4	-11	-9	23	-14	-2	-10
CC(=O)Nc1ccc(S(=O)(=O)N2CCC(NC(=O)C(Cc3cccc(F)c3)NC(C)=O)CC2)cc1 (stereo not drawn)
    0.8	4	9	-19	-3	17	-23	-2	-16
O=C1C2C3C=CC(C4CC34)C2C(=O)N1c1cccc2ccccc12 (stereo not drawn)
    18*	7	-2	-5	-9	24	-8	12	7
Cc1cc(N2CCN(C)CC2)nc(=S)[nH]1
    -0.1	3	-3	-4	-4	14	-2	-9	-24
Nc1ccc2c(O)cc(S(=O)(=O)O)cc2c1
    4.5	2	·	-8	·	12	-10	4	-57
Cc1cc(CNC(=O)COc2ccccc2)c2ccccc2n1
    5.3	2	·	-3	·	17	17	-3	-12
O=C(NNC(=S)Nc1ccccc1)c1ccco1
    1.7	6	-6	-16	-9	28	4	0	4
CN(C(=O)c1cccc(NC(=O)Cc2ccc(NC(=O)C3CCN(S(=O)(=O)c4cccc([N+](=O)[O-])c4)CC3)cc2)c1)C1CCCCC1
    0.1	1	·	-20	·	8	-6	-2	5
Cc1cc(Br)c2c(c1)/C(=C/C(=O)c1cccs1)C(=O)N2
    0.7	17	0	-5	-11	23	-6	1	15
CCOC(=O)c1cccc(P(=O)(C(C)(C)C)C(C)(C)C)c1
    0.1	1	4	-9	-4	19	-7	0	-1
O=C(NCCCN1CCCC1=O)c1csc2ccccc12
    3.8	8	-11	10	-4	-4	9	-3	-1
O=c1c2sccc2n(Cc2ccc(F)cc2)c(=O)n1-c1ccc(F)cc1
    -0.7	2	-7	4	-4	5	-9	-9	13
FC(F)(F)c1ccccc1NC(=S)N1CCN(c2ccccn2)CC1
    0.6	7	-12	-18	5	18	-6	-4	-2
COC(=O)c1c(N2C(=O)[C@H]3[C@@H](C2=O)[C@]2(C(=O)Nc4c2ccc(C)c4C)N2CCC[C@@H]32)sc(C)c1C
    0.8	5	-31	6	-5	10	-3	-2	-14
CCC(CO)NCC#Cc1ccccc1 (stereo not drawn)
    0.7	-1	-1	-8	7	8	-8	-5	-1
CC(C)Cn1c(O)c(/C=C2\C=NN=C2c2ccccc2)sc1=S
    1.1	7	-32	-16	-12	21	-11	-4	18
O=C(NN1CCOCC1)c1cc(-c2ccc(Br)s2)nc2ccccc12
    2.7	3	-16	-21	-4	31	-20	-4	-4
CC(=O)O[C@@H]1C[C@H](c2ccccc2)OC(=O)CCCCC1=O
    0.1	-1	·	-14	·	10	·	·	-15
O=C(COC(=O)CCc1ccccc1)NCc1ccc2c(c1)OCO2
    0.3	-1	-9	-9	-8	16	-17	-2	-3
N#Cc1c(Nc2ccccc2)[n+]([O-])c2ccc(Cl)cc2[n+]1[O-]
    0.5	5	·	-17	·	25	-16	-1	-4
C/C(=N/NC(=O)CSCc1ccc(Cl)cc1)c1cccc(NC(=O)c2ccccc2)c1
    1.0	6	-7	-7	-13	17	5	-2	12
Cc1ccc(C(=O)OCC(=O)Nc2ccc(S(N)(=O)=O)cc2)c(O)c1
    -0.2	4	0	5	3	4	-8	1	-3
CCC1(C)CC(=O)N(c2ccc(C(=O)O)c(O)c2)C1=O (stereo not drawn)
    0.4	12	21	-10	-6	18	-26	-3	9
CCc1ccc2[nH]c(C(=O)Nc3ccc(Br)c(C)n3)cc2c1
    -0.5	-3	·	9	·	-9	-5	-4	18
Cc1noc(C)c1C(=O)Nc1nnc(-c2ccccc2)s1
    1.2	0	-17	-13	-17	15	-4	0	-15
CCCCCCn1c(N(CC)CC)nc2c1c(=O)[nH]c(=O)n2C
    1.0	13	-17	-18	-5	20	-2	-4	-2
Cc1nn(-c2ccccc2)c(C)c1/C=C/C(=O)OCC(=O)Nc1ncc(C(F)(F)F)cc1Cl
    0.1	-2	-6	-10	-4	11	2	-11	-9
CC(O)c1cccc(NC(=O)C2CCCCC2)c1 (stereo not drawn)
    -0.2	3	16	-10	-10	8	-3	-3	-2
Cc1nc2cc(NC(=O)COc3ccccc3C#N)ccc2n1-c1ccccc1
    2.7	16	3	7	7	15	10	-4	41
C[C@H](NC(=O)OCc1ccccc1)c1nnc([C@H](C)NC(=O)OCc2ccccc2)o1
    0.5	1	-6	-9	-2	14	4	-7	6
Cc1ccc2c(c1)C(C)CC(C)(C)N2C(=O)CN1CCN(C)CC1 (stereo not drawn)
    0.7	5	-4	-8	-4	6	-15	-7	-19
Cc1ccc(NC(=O)C(C)N2C(=O)C3CC=C(Cl)CC3C2=O)cc1 (stereo not drawn)
    0.5	8	-12	-17	-11	15	-21	-6	-10
CCc1cccc(OCC(=O)Nc2ccc(S(=O)(=O)Nc3ccccn3)cc2)c1
    4.7	5	-12	-9	-9	2	1	-1	28
COC(CN(C(=O)CCl)C(C(=O)NC1CCCCC1)c1ccccc1C)OC (stereo not drawn)
    0.4	0	-6	-5	-4	4	-8	-5	6
COC(=O)c1ccc(NC(=O)CSc2nncc3ccc(OC)c(OC)c23)cc1
    1.7	0	3	-6	-3	20	3	-6	8
CSc1nnc(-c2ccc(F)cc2)o1
    0.7	12	-5	-28	-4	19	-2	-6	-2
N#CCCN(CCC#N)C(=O)c1ccc(Cl)cc1
    0.8	15	-3	-13	4	8	-20	0	-11
Oc1c(Cl)cc(Cl)cc1CNc1nccs1
    1.8	0	4	-4	-2	18	-10	-2	6
O=C(CS(=O)(=O)Cc1ccccc1)Nc1ccc(S(=O)(=O)N2CCCCCC2)cc1
    1.4	23	-9	-8	-18	12	-13	-4	21
Cc1ccc(C(C)C)c(OCCNC(=O)c2cncc(Br)c2)c1
    1.5	0	-11	-3	-7	11	4	3	33
CN(C)/N=C/C=C1\CCC/C(=C/c2cccs2)C1=O
    1.8	6	-30	-18	-2	24	4	-1	-31
CC(C)Cc1cc(C(C)(C)C)ccc1OC(=S)N(C)C
    0.3	1	-22	-11	-6	13	-9	-2	9
CC(C)(C)N(Cc1cc2ccccc2[nH]c1=O)C(=O)C1CCCCC1
    -0.6	2	-18	14	-7	-9	0	-8	-18
CC(C)CNS(=O)(=O)c1ccc(CCC(=O)O)cc1
    -0.2	0	8	-7	-18	5	-7	0	13
O=C(NC1CCCC1)C(c1ccccn1)N(C(=O)c1csnn1)C1CCCC1 (stereo not drawn)
    -0.2	5	-11	-2	-12	2	-9	2	-9
Cc1cc(C(=O)Nc2sc3c(c2C#N)CCCCC3)cs1
    -0.6	·	-25	-17	-6	23	-18	-7	·

(further entries)
Each structure is followed by: CHO-K1 Ca ag	TAAR1 ag	CHO parental Ca	CHO-K1 Ca antag	OXTR potentiator	CHO-K1 Ca PAM	M1 antag	CHRM1 agonist	TAAR1 antag
Cc1ccc(NC(=O)COc2ccc(Br)cc2C)cc1
    1.1	-1	-23	-11	-11	17	-7	-6	10
CCCNC(=O)C(=O)NCC1CCCN1CC (stereo not drawn)
    1.0	7	3	-11	-3	9	1	-6	-28
Cc1ccccc1NC(=O)C1Cc2ccccc2CN1C(=O)OCc1ccccc1 (stereo not drawn)
    -0.1	8	-22	-12	-8	17	-4	-8	-26
CCc1cccc(CC)c1NC(=O)C1CC(=O)N(c2ccc3c(c2)OCCO3)C1 (stereo not drawn)
    -0.1	0	-27	18	-24	8	4	1	-4
CCOc1cccc(CN2CCC(Oc3ccc(C(=O)N4CCCC4)cc3)CC2)c1O
    0.0	1	·	-2	·	9	14	-9	-20
Cc1cccc(C(=O)NCC(=O)N2CCN(c3ccc(Cl)cc3)CC2)c1
    16*	2	-13	-13	0	12	3	0	4
CCn1c(C(=O)NCc2ccccn2)cc2sccc21
    0.6	3	-9	-13	-2	6	-4	-2	3
O=C1NC(=O)/C(=C\c2cn(CC(=O)N3CCOCC3)c3ccccc23)S1
    -0.1	2	5	5	-1	-18	18	-5	-12

Single values from the list:
CHO-K1 Ca ag with COC(CN(C(=O)CCl)C(C(=O)NC1CCCCC1)c1ccccc1C)OC (stereo not drawn) → 0.4
CHO-K1 Ca PAM with CC(O)c1cccc(NC(=O)C2CCCCC2)c1 (stereo not drawn) → 8
